Bioassay records from PubChem BioAssay.
rTrxR1 inhibitor: inhibitors of rat thioredoxin reductase 1; 1% of 390,000 active; O89049; recombinant rTrxR1, NADPH fluorescence consumption, selenite substrate; Potency, µM (top dose mostly 114 µM), for the others: at the highest dose activity change, negative = inhibition, hits mostly inhibitors; further: potency means the concentration at half of the fitted maximal effect; on the % scale 0 is the no-effect control and ±100 the full control effect; nearly all actives have a fitted effect of over 65% in size
Target sequence (O89049 whole entry, looked up): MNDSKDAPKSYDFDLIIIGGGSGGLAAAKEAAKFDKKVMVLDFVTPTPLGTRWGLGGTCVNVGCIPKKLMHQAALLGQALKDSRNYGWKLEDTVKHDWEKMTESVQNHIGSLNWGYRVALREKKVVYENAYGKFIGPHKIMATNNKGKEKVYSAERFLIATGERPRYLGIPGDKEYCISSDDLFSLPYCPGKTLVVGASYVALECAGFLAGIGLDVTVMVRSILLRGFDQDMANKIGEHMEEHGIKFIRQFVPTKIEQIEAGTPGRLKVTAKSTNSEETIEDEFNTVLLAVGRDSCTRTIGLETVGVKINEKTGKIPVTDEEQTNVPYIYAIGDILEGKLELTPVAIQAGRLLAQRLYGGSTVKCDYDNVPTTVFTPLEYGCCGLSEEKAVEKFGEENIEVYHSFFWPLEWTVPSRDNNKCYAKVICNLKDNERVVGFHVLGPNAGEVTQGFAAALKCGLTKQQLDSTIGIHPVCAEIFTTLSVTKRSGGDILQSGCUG
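Rat TrxR1 (90 nM in the dispensed reagent) was pre-reduced with 400 uM NADPH for 5 min at room temperature, then incubated with compound for 15 min. After 400 uM selenite was added, NADPH fluorescence (Ex 340/Em 450 nm) was followed for 8 min.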
USP1 inh: blocks the human USP1/UAF1 deubiquitinase complex | O94782 | recombinant USP1/UAF1, Ub-Rhodamine cleavage fluorescence | Potency, µM (series often up to 57.1 µM), inactives show at the highest dose activity change, negative = inhibition, hits mostly inhibitors | 0.23% of 390,000 active; further: potency means the concentration at half of the fitted maximal effect; on the % scale 0 is the no-effect control and ±100 the full control effect; nearly all actives have a fitted effect of over 60% in size; inactives centre near -12
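USP1/UAF1 complex (1 nM) preincubated 15 min at room temperature with compound, then Ub-Rho substrate (150 nM final) added. Kinetic fluorescence at 480/540 nm over 6 reads at 60 s intervals; 50 mM HEPES pH 7.8, 0.5 mM EDTA, 0.1 mg/ml BSA, 1 mM TCEP, 0.01% Tween-20.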
Vif-A3F inh: inhibitors of Vif-A3F interaction; HeLa A3F-eYFP + Vif (tagged APOBEC3F with the HIV-1 protein that degrades it), YFP fluorescence increase; Potency, µM (series often up to 46.1 µM), without a hit: at the highest dose activity, negative = active; 0.2% of 390,000 active; further: potency means the concentration at half of the fitted maximal effect; % of control where 0% means no effect; nearly all actives have a fitted effect of over 65% in size
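HeLa cells stably expressing A3F-eYFP plus Vif, plated and incubated overnight at 37 deg C, then exposed to compounds overnight at 37 deg C. Blocked degradation read as raised yellow fluorescence (Ex 488/Em 500-530).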
Vif-A3G inh: blocks the Vif interaction with human APOBEC3G; HeLa A3G-eYFP + Vif (tagged APOBEC3G with the HIV-1 protein that degrades it), YFP fluorescence, overnight; Potency, µM (doses to about 46.1 µM), inactives show at the top dose activity, negative = active, actives largely listed as inhibitors; 0.076% of 410,000 active;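 further: potency means the concentration at half of the fitted maximal effect; on the % scale 0 is the no-effect control and ±100 the full control effect; nearly all actives have a fitted effect of over 60% in size; hits raise eYFP signal because A3G escapes Vif-driven loss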
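HeLa cells stably expressing Vif and C-terminally eYFP-tagged A3G, seeded overnight at 37 deg C, then exposed to compound by pintool overnight at 37 deg C. Rise in yellow fluorescence (Ex 488/Em 500-530, Acumen) marks blocked Vif-driven A3G degradation.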
TrxR1 substrate: substrates of rat thioredoxin reductase 1. O89049. purified TrxR1 substrate turnover, NADPH consumption readout. Potency, µM (doses to about 114 µM), inactives show at the highest dose activity change, negative = substrate turnover. 0.01% of 390,000 active. AID 588456; further: potency means the concentration at half of the fitted maximal effect; on the % scale 0 is the no-effect control and ±100 the full control effect; nearly all actives have a fitted effect of over 50% in size
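Rat TrxR1, dispensed at 90 nM, was prereduced with 400 uM NADPH (final) for 5 min at ~22 deg C, then incubated with compound 15 min before 400 uM selenite. A first-read NADPH fluorescence drop versus no-compound background flagged substrates.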
RGS4 inhibitor: blocks human RGS4-accelerated GTP hydrolysis | P49798 | Transcreener GDP fluorescence polarization, RGS4-accelerated GTP hydrolysis | Potency, µM (series often up to 114 µM), for inactives: top-dose activity change, negative = inhibition, most hits filed as inhibitors | 0.039% of 390,000 active; further: potency means the concentration at half of the fitted maximal effect; on the % scale 0 is the no-effect control and ±100 the full control effect; nearly all actives have a fitted effect of over 75% in size; some results filed as inactive show a strong effect at the top dose
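MLSMR compounds (23 nl, pin-transferred) preincubated 10 min at room temperature with a 500nM (2x) first reagent, then RGS4 at 900nM (2x) plus Transcreener GDP mix added; fluorescence polarization (620/688 nm) read before and after 90 min at 30 °C.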
IDH1 R132H inh: human IDH1 R132H inhibition; O75874; IDH1-R132H enzyme, NADPH consumption, diaphorase/resazurin fluorescence; Potency, µM (series often up to 76.6 µM), inactives show top-dose activity change, negative = inhibition, most hits filed as inhibitors; 0.093% of 390,000 active; AID 602179; further: potency means the concentration at half of the fitted maximal effect; on the % scale 0 is the no-effect control and ±100 the full control effect; nearly all actives have a fitted effect of over 65% in size
Target sequence (O75874 whole entry R132H, stated change not applied): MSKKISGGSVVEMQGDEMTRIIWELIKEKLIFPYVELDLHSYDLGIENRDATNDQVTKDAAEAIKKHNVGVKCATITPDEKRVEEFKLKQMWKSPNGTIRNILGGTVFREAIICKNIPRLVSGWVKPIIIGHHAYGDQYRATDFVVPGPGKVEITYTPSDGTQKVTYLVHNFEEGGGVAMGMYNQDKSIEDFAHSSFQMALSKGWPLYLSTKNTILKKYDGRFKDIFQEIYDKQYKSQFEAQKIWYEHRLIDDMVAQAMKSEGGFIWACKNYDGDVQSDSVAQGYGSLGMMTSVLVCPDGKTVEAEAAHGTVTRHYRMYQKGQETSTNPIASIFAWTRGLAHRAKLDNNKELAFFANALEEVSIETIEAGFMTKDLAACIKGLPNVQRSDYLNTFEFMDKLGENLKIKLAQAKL
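IDH1-R132H (0.5 ug/mL dispensed) in pH 7.5 Tris buffer was preincubated 30 min with compound, then given a substrate mix of 0.016 mM NADPH and 2 mM alpha-KG for 80 min at room temperature; remaining NADPH was read by diaphorase/resazurin fluorescence.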
GRP78 ERSR act: inducers of ER stress response in human glioma cells; U87-MG GRP78 promoter luciferase reporter, 16 h; Potency, µM, without a hit: at the highest dose activation, actives largely listed as activators; AID 602332; 0.02% of 420,000 active; further: potency means the concentration at half of the fitted maximal effect; series mostly up to about 76 µM; % of control where 0% means no effect; nearly all actives have a fitted effect of over 35% in size
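Stably transfected U87-MG glioma cells carrying a GRP78-based luciferase sensor; 16 h compound incubation. Luminescence end-point read 10 min after Bright-Glo addition at room temperature.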
LDHA block: blocks human lactate dehydrogenase A; 0.15% of 480,000 active; activity change, % (values are at about 110 or 230 µM); purified LDHA, NADH/diaphorase-resazurin fluorescence; active compounds read low; AID 1347041; in the data active means activity change below about -30%; inconclusive means mostly about -25% to -30%;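 further: plate controls were DMSO wells for no effect and wells without enzyme for full effect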
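Remaining NADH was detected by diaphorase (0.133 mg/mL) converting 37 µM resazurin to fluorescent resorufin, read at 0 and 20 minutes. The preceding 5-minute room-temperature reaction used 2 nM LDHA, 0.2 mM sodium pyruvate and 0.06 mM NADH at pH 7.4.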
Active calls of the source: *; ? = inconclusive; · = no result given; & = joins results of further samples; [ ] = another dose, or the depositor's remark. Unless noted, the call rests on the fitted dose curve; in most records, active means well fitted curve in the direction sought with a large enough effect; inconclusive means small, poorly fitted or top-dose-only effect, or another doubt; inactive means no such curve, though single readings can be large; an effect the other way counts as inactive or inconclusive. Not all compounds are listed; the hit share may differ from the screen's.

1) Cc1c(Cl)cccc1NC(=O)CCC(=O)N/N=C/c1ccco1
2) Cc1ccc(-n2c(C)cc(C(=O)CSc3nncs3)c2C)cc1
3) COc1cc(CNC[C@H]2O[C@@H](n3cc(C)c(=O)[nH]c3=O)C[C@@H]2O)ccc1OCc1cccc(Cl)c1
4) O=C(NC(=O)N1CCN(c2cccc(Cl)c2)CC1)c1ccc(Cl)cc1
5) Cc1nc2c(sc(=S)n2Cc2ccco2)c(=O)n1CC(=O)Nc1cc(F)ccc1F
6) O=C(Nc1ccc2nc(SCC(=O)N3CCCC3)sc2c1)c1ccccc1F
7) Cc1c(Br)c(-c2n[nH]c(=S)n2Cc2ccco2)nn1C
8) O=C(OCCOc1ccc(Br)cc1)c1cnccn1
Screen / compound no.,1,2,3,4,5,6,7,8
rTrxR1 inhibitor,9%,-22%,·,-12%,2%,19%,12%,32%[57.1 µM]
USP1 inh,-17%,-2%,-15%,-16%,-9%,-19%,-16%,-13%
Vif-A3F inh,-1%,-15%,5%,0%,-4%,0%,6%,-1%
Vif-A3G inh,1%,-5%,-1%,-6%,-2%,-9%,0%,0%
TrxR1 substrate,1%,-3%,·,-5%,-4%,-3%,1%,6%[57.1 µM]
RGS4 inhibitor,-4%,8%,·,-15%,-14%,13%,-7%,-24%
IDH1 R132H inh,8%,25%,0%,3%,0%,0%,-8%,5%
GRP78 ERSR act,-7%,6%,2%,5%,-4%,-4%,1%,-1%
LDHA block,-4,-4,-4,-3,-12,-6,-6,-3

Complete entries as entered above. Order of screens: rTrxR1 inhibitor	USP1 inh	Vif-A3F inh	Vif-A3G inh	TrxR1 substrate	RGS4 inhibitor	IDH1 R132H inh	GRP78 ERSR act	LDHA block
Cc1nc2c(sc(=S)n2Cc2ccco2)c(=O)n1CC(=O)Nc1cc(F)ccc1F in the list: 2%	-9%	-4%	-2%	-4%	-14%	0%	-4%	-12
Cc1ccc(-n2c(C)cc(C(=O)CSc3nncs3)c2C)cc1 in the list: -22%	-2%	-15%	-5%	-3%	8%	25%	6%	-4
O=C(NC(=O)N1CCN(c2cccc(Cl)c2)CC1)c1ccc(Cl)cc1 in the list: -12%	-16%	0%	-6%	-5%	-15%	3%	5%	-3

(cont.)
9) CCOCCOC(=O)COc1ccc2c(-c3ccccc3)cc(=O)oc2c1
10) Cc1cccc(N2CCN(C(c3ccc(N(C)C)cc3)c3nnnn3C(C)(C)C)CC2)c1C (stereo not drawn)
11) NC(=O)c1sc2nc3c(c(-c4ccccc4)c2c1N)CCC3
12) O=C(Nc1ccc(-c2ccccc2)cc1)c1ccccc1
13) CSc1cccc(Nc2cc(C(=O)NC3CCCCC3)c3ccccc3n2)c1
14) COc1cc(C(=O)NCc2nnc(SCC(=O)Nc3cccc(C)c3)o2)cc(OC)c1OC
15) Cc1oc2ccc(O)c(CN(C)Cc3ccccc3)c2c1C(=O)Nc1cccc(C(F)(F)F)c1
16) CCc1ccc(NC(=O)CN2C(=O)C(c3ccc(C)cc3)=NC23CCCCC3)cc1
Screen / compound no.,9,10,11,12,13,14,15,16
rTrxR1 inhibitor,-15%,11µM*,-3%,7%,19%,-8%,11%,7%
USP1 inh,-14%,-20%,-28%,-9%,-21%,-6%,-13%,-24%
Vif-A3F inh,1%,2%,2%,-3%,1%,-7%,-22%,·
Vif-A3G inh,-3%,0%,0%,-17%,0%,0%,-20%,·
TrxR1 substrate,-11%,-5%,-3%,1%,8%,-2%,0%,-4%
RGS4 inhibitor,5%,-9%,-43%,-2%,-20%,-5%,-14%,-2%
IDH1 R132H inh,3%,-1%,-29%,-1%,12%,4%,12%,·
GRP78 ERSR act,?,-2%,-3%,-1%,0%,-2%,-2%,·
LDHA block,-5,-6,-4,-6,-2,-4,6,-11

17) CCN(C(=O)c1cc2c(=O)oc3ccc(C)cc3c2s1)c1ccccc1C
18) COC(=O)CSc1nnc(-c2ccc(OC)c(OC)c2)o1
19) CCN(C(=O)CSc1nnc(COc2ccccc2F)n1N)c1c(N)n(Cc2ccccc2)c(=O)[nH]c1=O
20) CC(Sc1ncn[nH]1)C(=O)Nc1cc(C(F)(F)F)ccc1Cl (stereo not drawn)
21) Cc1ccccc1C(=O)N[C@H](C(=O)OCC(=O)c1ccc[nH]1)C(C)C
22) COc1ccc(N(C(=O)c2cccnc2)S(=O)(=O)c2ccc(Cl)cc2)cc1
23) CC(Sc1ccc(Cl)cc1)C(=O)Nc1ccccc1C(=O)N1CCOCC1 (stereo not drawn)
24) Cc1cccc(-n2c(=O)c3c(c4cc(C)ccc4n3C)n(CC(=O)Nc3ccc(C)c(C)c3)c2=O)c1
Screen / compound no.,17,18,19,20,21,22,23,24
rTrxR1 inhibitor,29%,-3%[57.1 µM],12%,25%,24%,4%,0%,8%
USP1 inh,?,-25%,0%,-12%,-14%,-23%,-23%,-1%
Vif-A3F inh,-6%,12%,9%,-1%,0%,4%,·,2%
Vif-A3G inh,-3%,8%,-1%,-4%,0%,2%,-6%,-3%
TrxR1 substrate,6%,-7%[57.1 µM],4%,-2%,-2%,-3%,-3%,12%
RGS4 inhibitor,-12%,-23%,-11%,4%,0%,0%,-3%,1%
IDH1 R132H inh,13%,3%,0%,2%,13%,9%,2%,7%
GRP78 ERSR act,3%,5%,-3%,-2%,-6%,-3%,-2%,1%
LDHA block,1,1,-4,0,-1,-5,-14,-1

25) CCCN(CCC)CCCNC(=O)Cn1ncc2c3ccccc3n(Cc3ccccc3F)c2c1=O
26) Cc1cc(Cl)ccc1NC(=O)c1cc2ccccn2n1
27) CC(C)(CO)N=Cc1c(O)[nH]c2ccccc12
28) COc1cc(C(=O)OCn2nnc3ccccc3c2=O)cc(OC)c1OC
29) CCOC(=O)c1ccc(NC(=O)Cn2cc(S(=O)(=O)Cc3ccccc3F)c3ccccc32)cc1
30) COc1ccc(C)cc1NC(=O)CN(c1ccccc1)S(=O)(=O)N(C)C
31) COc1ccc(CN2CCC3C=CCC(C(=O)O)C3C2=O)cc1OC (stereo not drawn)
32) CCN(CC)S(=O)(=O)c1ccc(OCC(=O)NC2CCS(=O)(=O)C2)c([N+](=O)[O-])c1 (stereo not drawn)
Screen / compound no.,25,26,27,28,29,30,31,32
rTrxR1 inhibitor,7%,15%[57.1 µM],-9%,-7%,-6%,22%,-2%,17%
USP1 inh,-25%,-26%,-17%,-4%,-1%,?,·,-23%
Vif-A3F inh,-7%,-2%,-11%,-4%,4%,0%,·,-2%
Vif-A3G inh,-3%,-2%,3%,-12%,-4%,-5%,2%,1%
TrxR1 substrate,5%,-2%[57.1 µM],-15%,-5%,-12%,-3%,-8%,-1%
RGS4 inhibitor,-12%,-15%,12%,25%,-5%,-12%,-6%,-11%[56.9 µM]
IDH1 R132H inh,11%,11%,-1%,9%,-12%,-2%,·,-2%
GRP78 ERSR act,-3%,-7%,-5%,-6%,3%,-1%,-3%,-3%
LDHA block,0,1,-2,-4,-13,1,·,0

33) CCN1C(=O)C(=O)N(CC(=O)Nc2cc(C)ccc2C)C1=O
34) COc1ccc(-c2cc(C(=O)NN)[nH]n2)cc1
35) COc1ccc(CCNC(=O)CSc2n[nH]c(N)n2)cc1
36) O=C(CCCC(=O)OCC(=O)c1ccc(Cl)cc1)NC1CCCCC1
37) CCN(c1ccccc1)S(=O)(=O)c1cc2c(cc1C)n(C)c(=O)c(=O)n2C
38) CS(=O)(=O)NCCNc1ncc(C(F)(F)F)cc1Cl
39) Cc1oc(-c2ccc(C(=O)NCc3cccc(F)c3)cc2)nc1COc1ccccc1
40) COc1ccc(OC)c(S(=O)(=O)N2CCCC(C(=O)NCc3ccncc3)C2)c1 (stereo not drawn)
41) Cn1nc(-c2ccc(NCCO)c([N+](=O)[O-])c2)c2ccccc2c1=O
42) COc1ccc(S(=O)(=O)N2CCCC2C(=O)Nc2nc3c(s2)CCCC3)cc1 (stereo not drawn)
Screen / compound no.,33,34,35,36,37,38,39,40,41,42
rTrxR1 inhibitor,-1%,5%,10%,3%,6%[57.1 µM],41%[activator][57.1 µM],10%,-5%[57.1 µM],-11%,10%[57.1 µM]
USP1 inh,-6%,-2%,-7%,-13%,-17%,-13%,-19%,-20%,-8%,-6%
Vif-A3F inh,0%,-13%,5%,1%,-3%,-1%,0%,0%,11%,3%
Vif-A3G inh,5%,?,4%,3%,-1%,1%,-2%,3%,2%,-2%
TrxR1 substrate,-1%,8%[57.1 µM],-4%,0%,3%[57.1 µM],-10%[57.1 µM],2%,-5%[57.1 µM],-12%,-8%
RGS4 inhibitor,-1%,-7%,22%,-14%,-11%,15%,-17%,-23%,6%,-22%
IDH1 R132H inh,-1%,4%,-14%,9%,14%,8%,-21%,-1%,-7%,2%
GRP78 ERSR act,-6%,-4%,0%,-2%,-5%,3%,-5%,0%,-2%,-5%
LDHA block,-5,-4,-15,-8&-9,-1,2,-3,9,1&-9,-1
